# Assay outcomes deposited in PubChem BioAssay by several laboratories.
# FXIa inh mix: FXIa protease inhibitors in compound pools, primary screen, biochemical, 10-compound mixtures. Coagulation factor XI (Homo sapiens), P03951. purified FXIa, fluorogenic substrate, pooled mixtures. inhibition, % at 5 µM. 62,000 tested, 0.19% active;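 also: each value is inhibition by a whole ten-compound pool holding the compound; 0% = enzyme with no mixture and 100% = wells lacking enzyme; strong numbers were not always called active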
# Abs 340nm: compound light absorbance at 340 nm, profiling panel, artefact control, biochemical, MLSMR library, data from PS, PMK, MK assays | compound absorbance at 340 nm, fold over control | fold change at 10 µM | 65,000 tested, under 10 active;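 active = at 10 µM dose, initial 340 nm absorbance at least 2 fold that of control wells; inactive = change under 2 fold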;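 also: initial absorbance extrapolated from kinetic A340 decline of NADH oxidation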
# DUSP1 inh: MKP-1 phosphatase inhibitors, primary screen, biochemical, in vitro. recombinant MKP-1, OMFP hydrolysis fluorescence. inhibition, %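 (compounds tested at a single concentration somewhere between 10 and 100 µM)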. AID 374, 2006. 65,000 tested, 0.15% active. Dual specificity protein phosphatase 1 (Homo sapiens), P28562;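 active = inhibition above about 50%, limit read from the data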;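 also: 0% = DMSO max control wells and 100% = wells with enzyme stopped by NaOH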
# Cdc25B block: inhibitors of Cdc25B phosphatase catalytic domain, primary screen, biochemical, OMFP fluorescence; M-phase inducer phosphatase 2 (Homo sapiens), P30305; recombinant Cdc25B, OMFP fluorescence Ex485/Em525; inhibition, %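 (compounds tested at 10 µM final in the well)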; 65,000 tested, 0.1% active; AID 368, 2006; in the data active = inhibition above about 50%
# Target sequence (P30305 whole entry, looked up, the tested form may be a part): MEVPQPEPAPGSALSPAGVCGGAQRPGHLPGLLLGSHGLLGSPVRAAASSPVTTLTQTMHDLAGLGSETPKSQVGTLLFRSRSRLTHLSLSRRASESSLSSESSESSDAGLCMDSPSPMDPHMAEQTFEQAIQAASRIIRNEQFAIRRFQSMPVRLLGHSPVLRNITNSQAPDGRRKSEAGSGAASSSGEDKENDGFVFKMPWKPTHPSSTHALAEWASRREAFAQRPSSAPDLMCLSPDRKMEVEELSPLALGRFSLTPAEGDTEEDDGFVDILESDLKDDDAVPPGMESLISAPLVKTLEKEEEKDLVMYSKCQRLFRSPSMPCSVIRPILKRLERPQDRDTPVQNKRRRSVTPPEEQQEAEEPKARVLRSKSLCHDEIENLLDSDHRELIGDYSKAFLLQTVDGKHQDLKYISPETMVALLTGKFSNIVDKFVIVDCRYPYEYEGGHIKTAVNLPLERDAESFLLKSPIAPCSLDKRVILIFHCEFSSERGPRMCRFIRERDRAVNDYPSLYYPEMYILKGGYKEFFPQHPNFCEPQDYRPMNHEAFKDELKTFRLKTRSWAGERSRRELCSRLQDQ
# Hsp90 block: tumor Hsp90 inhibitors, primary screen, cell lysate, fluorescence polarization, NCI-N417 lysate | Heat shock protein HSP 90-alpha (Homo sapiens), P07900 | Cy3B-geldanamycin FP displacement | inhibition, % at 30 µM | 64,000 tested, 0.35% active | AID 429, 2006;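 active = inhibition above 50%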;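 also: 0% = tracer plus lysate wells and 100% = tracer alone without lysate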
# JNK3 blocker: JNK3 kinase activity inhibitors, primary screen, biochemical, human, purified enzyme; inhibition, % at 8 µM; 60,000 tested, 0.61% active; AID 746, 2007; HTS; in the data active = inhibition above about 17%;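 also: 0% = DMSO and 100% = reference inhibitor; many of its hits are not listed in these tables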
# Target sequence (P53779 whole entry, looked up): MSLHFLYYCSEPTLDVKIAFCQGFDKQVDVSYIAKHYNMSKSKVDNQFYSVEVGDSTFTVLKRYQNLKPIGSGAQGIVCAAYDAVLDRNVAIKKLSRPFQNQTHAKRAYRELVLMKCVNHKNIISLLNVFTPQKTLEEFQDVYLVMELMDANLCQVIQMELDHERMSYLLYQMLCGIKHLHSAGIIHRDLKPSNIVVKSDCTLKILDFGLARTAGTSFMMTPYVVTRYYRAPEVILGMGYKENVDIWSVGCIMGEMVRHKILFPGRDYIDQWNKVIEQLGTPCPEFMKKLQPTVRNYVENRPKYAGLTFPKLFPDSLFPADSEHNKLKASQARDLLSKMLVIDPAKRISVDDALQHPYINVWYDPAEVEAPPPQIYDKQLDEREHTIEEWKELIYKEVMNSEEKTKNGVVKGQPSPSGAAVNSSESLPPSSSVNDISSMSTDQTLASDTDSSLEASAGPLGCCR
# AP ELISA ortho: alternative complement pathway inhibitors, primary screen, biochemical, ELISA, human serum, orthogonally pooled compounds; AID 1235, 2008; LPS-coated ELISA, C3 deposition; tested in compound mixtures; inhibition, % at 5 µM; 62,000 tested, 0.08% active;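 active = inhibition above 30% in each of the two pooled mixtures holding the compound, so the lower value exceeds 30%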;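 also: 0% = serum in Mg-EGTA without compound and 100% = EDTA serum blank; some compounds past the cut are filed as inactive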
#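 Test system – human serum alternative complement pathway, C3 deposition on LPS-coated wells · Buffer or medium – diluted human serum in Mg2+-EGTA GVB++ · Compound dosing – 5 µM each compound, pools of ten, 50 µM per pool · Schedule – 1 h serum-compound exposure at 37 °C · Measured by – Anti-C3 ELISA, OD 450 nm · Read-out basis – percent inhibition of C3 deposition onto LPS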
# FXIIa mix inh: human factor XIIa inhibitors, primary screen, biochemical, pooled compound mixtures, fluorogenic substrate | Coagulation factor XII (Homo sapiens), P00748 | purified FXIIa | 62,000 tested, 0.2% active | inhibition, % at 5 µM;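 also: 0% = enzyme without compound and 100% = no enzyme blank; some results filed as inactive read as strong as hits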
# MMP-13 inhibitor: human MMP13 inhibitors, primary screen, biochemical, FRET peptide cleavage. MMP-13 fTHP FRET cleavage, Mca fluorescence. inhibition, % at 4 µM. 65,000 tested, 0.07% active. AID 570, 2006;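 active = inhibition above the mean of compound-free control plate wells plus 3 SD, cut at about 14% in these data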;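 also: 0% = DMSO wells and 100% = wells with reference MMP-13 inhibitor after basal subtraction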
# * = called active by the depositor; · = not tested or not shown; [ ] = dose if it differs, or a comment. Rule as the data show it, unless noted: active = inhibition above about 20% (passing the limit was not always enough); inactive = the rest.
SMILES,FXIa inh mix,Abs 340nm,DUSP1 inh,Cdc25B block,Hsp90 block,JNK3 blocker,AP ELISA ortho,FXIIa mix inh,MMP-13 inhibitor
O=C(CSc1ccc(Cl)cc1)N1CCOCC1,-1,1,-1,-11,-1,4,-17,9,3
Cc1c(C(=O)NCC2CCCO2)oc2ccc3c(c12)C(=O)CC(C)(C)O3 (stereo not given),-2,1,8,-7,0,-1,16,3,-37
Cc1ccc(Nc2nc(C(=O)N3CCC(C(=O)NCCN4CCOCC4)CC3)cs2)cc1,0,1,9,-3,-2,-4,8,2,-1
CC(c1ccco1)N(C(=O)COc1ccc(Cl)cc1Cl)c1ccccn1 (stereo not given),1,1,-4,-21,-2,·,-6,2,-5
CS(=O)(=O)N1CCN(C(=O)C(Sc2ccccc2)c2ccccc2)CC1 (stereo not given),3,1,0,-5,0,-3,1,0,5
Cc1cc2c3c(c1)C1(C(=O)N3C(C)(C)CC2C)C(C#N)=C(N)Oc2n[nH]c(C)c21 (stereo not given),5,1,16,-3,2,-4,8,3,7
COc1ccc(NC(=O)NS(=O)(=O)c2ccc(C)cc2)c(OC)c1,0,1,-3,-5,22,-5,10,4,7
COCON1C(=O)CN(C(C)=O)C1c1ccc(Cl)cc1Cl (stereo not given),6,1,8,9,-2,-6,6,6,-1
CC(C)(C)c1csc(NC(=O)CSc2nc3ccccc3c(=O)[nH]2)n1,10,1,15,8,-5,2,17,-8,-1
CC(C)Cn1cnc2c1c(=O)n(CC(=O)Nc1ccc3c(c1)OCO3)c(=O)n2Cc1ccccc1,-3,0.99,36,2,-5,1,-11,3,2
COc1cccc(NC(=O)Cn2cc3c(n2)CCCCC3)c1,4,1,10,-8,-6,1,13,-5,-2
Cc1nn2c(-c3ccccc3)c(-c3ccccc3)nc2[nH]c1=O,11,1,-3,5,-7,3,17,2,-2
Fc1ccc(CN2CCCCCCC2)cc1F,-6,1.1,3,-5,-1,3,-13,6,-3
Cc1ccc(S(=O)(=O)NCC(=O)NC2CCCCCC2)cc1,-3,1.1,-13,-2,2,0,10,-21,2
CCn1cc(/C=C(/C#N)S(=O)(=O)c2ccccc2)cn1,-4,1.1,-4,-6,-1,3,-5,-14,0
COc1ccc(Cl)cc1NC(=O)CN(C1CCCCC1)S(C)(=O)=O,6,1.1,14,-4,1,-6,11,10,2
O=C(COC(=O)c1cccs1)NCc1ccccc1,2,0.99,-5,23,0,5,18,11,-2
CC(=O)c1cccc(NC(=O)c2cnn3ccccc23)c1,0,1.1,-3,-2,-2,15,3,3,-6
Cc1nc(CN2CCN(C(=O)NC3(c4ccccc4)CC3)CC2)cs1,5,1,-3,-11,1,-1,-15,7,5
N#Cc1nc(COc2ccccc2F)oc1NCCc1ccccc1,5,1,-5,-4,-2,5,-10,-12,9
COC(=O)C1=COC(C)C2CN3CCc4c([nH]c5ccccc45)C3CC12 (stereo not given),9,1,-2,-12,-4,-9,8,1,-4
COc1ccc(C2(C)NC(=O)N(Cc3cc(Cl)cc4c3OCOC4)C2=O)cc1OC (stereo not given),2,0.9,5,-10,1,4,0,4,3
O=C(Nc1cccc(NC(=O)C2CC3CCCC(C2)C3=O)n1)C1CC2CCCC(C1)C2=O (stereo not given),9,1,5,7,-7,-4,2,4,0
COc1cccc(NC(=O)Cc2cccs2)c1,9,1,-35,0,0,-4,-4,-1,6
CCOC(=O)c1sc2ncn(/N=C/c3ccccn3)c(=O)c2c1C,6,1,6,-3,0,-5,27,1,-12
CSCCC(C(=O)O)N1C(=O)c2ccc(C(=O)O)cc2C1=O (stereo not given),0,1.1,·,·,·,·,3,5,-2
COc1ccc(OC)c(C(C(=O)NCc2ccco2)N(C(=O)Cn2nnc3ccccc32)C(C)C)c1 (stereo not given),4,1,6,-5,-5,10,-9,2,1
O=C(OC1CCc2ccccc2C1=O)c1ccccc1O (stereo not given),6,1,20,48,72*,-2,4,2,-2
COc1ccc(NC(=O)C2CCN(S(=O)(=O)c3cccnc3)CC2)cc1Cl,5,1,-4,-5,-2,3,12,0,3
CCn1c(COc2ccccc2C(N)=O)nc2ccccc21,5,1,15,2,2,5,5,25,-2
Cc1cc(C)c2[nH]c(=O)c(C(c3nnnn3Cc3ccc4c(c3)OCO4)N3CCCC3)cc2c1 (stereo not given),12,1,3,0,-7,-15,7,-1,2
COc1ccc(OC)c(NC(=O)C2CC(=O)N(c3ccc(Br)cc3)C2)c1 (stereo not given),-7,1,6,-3,-1,-7,9,-15,1
Cc1cccc(C2Nc3ccccc3C(=O)N2c2ccccc2)n1 (stereo not given),5,1.1,3,-1,-4,-4,12,-6,-72[fluorescence artefact?]
O=C(c1cccs1)c1no[n+]([O-])c1C(=O)c1cccs1,2,1,91*,11,-6,-4,3,19,0
Cn1c(C(=O)N2CCN(c3cccc(C(F)(F)F)c3)CC2)cc2sccc21,1,0.97,30,-5,-2,5,29,1,-5
COC(=O)c1ccc(CN(Cc2ccc(C(=O)OC)o2)C(C)(C)C)o1,2,0.98,6,-15,-2,2,1,5,-6
Cc1ccc(S(=O)(=O)N2CCC(C(=O)Nc3ccc4c(c3)COC4=O)CC2)cc1,2,0.98,5,14,0,2,-6,2,6
CCOc1ccccc1NC(=O)N1CCC(c2nc3ccccc3[nH]2)CC1,1,1,-14,-14,1,-3,14,5,2
CCn1c(SCC(=O)OC2CCCCC2)nc2ccccc2c1=O,4,1,-21,-5,1,12,-2,-19,-1
Cc1[nH]nc2c1C(c1ccc3c(c1)OCO3)C(C#N)=C(N)O2 (stereo not given),1,0.98,2,-5,-2,7,-8,3,-8
CNC(=O)c1ccccc1NC(=O)c1cccc(S(=O)(=O)N2CCC(C)CC2)c1,4,1,1,2,0,-2,-11,8,3
CSc1nc(-c2ccccc2)nc2c1COC(C)(C)C2,4,1,-16,2,-1,3,-6,-4,-6
O=C(Nc1nnc(-c2ccc3c(c2)CCCC3)o1)c1ccccc1Cl,9,1.1,16,-1,-3,-2,22,-20,2
CC(C)(C)C(=O)Cn1c[n+](N)cn1,4,0.98,-4,-3,-3,0,7,1,6
CS(=O)(=O)N1CCCC(C(=O)NCc2ccccc2Cl)C1 (stereo not given),-5,0.97,-5,-9,-2,2,2,6,-4

# Ten structures from above, sorted by heavy-atom count, low to high:
SMILES,FXIa inh mix,Abs 340nm,DUSP1 inh,Cdc25B block,Hsp90 block,JNK3 blocker,AP ELISA ortho,FXIIa mix inh,MMP-13 inhibitor
CC(C)(C)C(=O)Cn1c[n+](N)cn1,4,0.98,-4,-3,-3,0,7,1,6
CSc1nc(-c2ccccc2)nc2c1COC(C)(C)C2,4,1,-16,2,-1,3,-6,-4,-6
CS(=O)(=O)N1CCCC(C(=O)NCc2ccccc2Cl)C1 (stereo not given),-5,0.97,-5,-9,-2,2,2,6,-4
Cc1[nH]nc2c1C(c1ccc3c(c1)OCO3)C(C#N)=C(N)O2 (stereo not given),1,0.98,2,-5,-2,7,-8,3,-8
Cc1cccc(C2Nc3ccccc3C(=O)N2c2ccccc2)n1 (stereo not given),5,1.1,3,-1,-4,-4,12,-6,-72[fluorescence artefact?]
O=C(Nc1nnc(-c2ccc3c(c2)CCCC3)o1)c1ccccc1Cl,9,1.1,16,-1,-3,-2,22,-20,2
COc1ccc(OC)c(NC(=O)C2CC(=O)N(c3ccc(Br)cc3)C2)c1 (stereo not given),-7,1,6,-3,-1,-7,9,-15,1
CCOc1ccccc1NC(=O)N1CCC(c2nc3ccccc3[nH]2)CC1,1,1,-14,-14,1,-3,14,5,2
CNC(=O)c1ccccc1NC(=O)c1cccc(S(=O)(=O)N2CCC(C)CC2)c1,4,1,1,2,0,-2,-11,8,3
Cc1cc(C)c2[nH]c(=O)c(C(c3nnnn3Cc3ccc4c(c3)OCO4)N3CCCC3)cc2c1 (stereo not given),12,1,3,0,-7,-15,7,-1,2

# Continuation.
SMILES,FXIa inh mix,Abs 340nm,DUSP1 inh,Cdc25B block,Hsp90 block,JNK3 blocker,AP ELISA ortho,FXIIa mix inh,MMP-13 inhibitor
C=CCN1C(=O)C2C(C(=O)NCc3ccccc3)C3C=CC2(O3)C1C(=O)NC(C)(C)C (stereo not given),3,1,-14,-2,1,-6,9,-4,0
CCn1cc(S(=O)(=O)CC(=O)Nc2ccc(OC)cc2)c2ccccc21,-4,0.98,-1,5,-4,-6,-1,0,7
COc1ccc(-c2cc(C(F)(F)F)nc(N3CCN(c4ccc(F)cc4)CC3)n2)cc1OC,-2,1,-1,-20,1,·,-11,-17,6
OC(CN1C2=NCCN2c2ccccc21)c1ccc(Br)cc1 (stereo not given),5,1,0,-7,3,-5,10,-19,-8
Cc1cccc(NC(=O)CSc2nc(C)nc3c2c(=O)n(C)c(=O)n3C)c1,7,1,21,-5,-3,6,23,4,6
COC(=O)c1ccccc1NC(=O)c1ccc(COc2ccccc2)o1,-20,0.99,-1,-20,1,-3,-2,-17,0
O=C(c1cccs1)N1CCCC(c2nc(-c3ccc(F)cc3)no2)C1 (stereo not given),13,1,-2,9,1,-5,-9,-23,5
CCOC(=O)C1CCCCN1C(=O)CCc1c(C)nc2ncnn2c1C (stereo not given),7,0.98,-1,-2,-3,-5,12,8,1
Cc1ccccc1OCCC(=O)Nc1c(C)n(C)n(-c2ccccc2)c1=O,4,1,1,-2,2,3,17,1,3
Cc1nn2c(-c3ccc(Cl)cc3Cl)nnc2s1,-3,1,-4,-1,2,3,-4,12,3
CCn1c(SCC(=O)N2CCc3ccccc32)nnc1-c1ccncc1,1,1.1,-1,1,-4,-1,20,-13,4
Cc1cc(Oc2ccc(=O)n(C)n2)nc(Oc2ccc(=O)n(C)n2)n1,-6,0.98,-4,-1,-4,-7,6,3,-2
O=c1[nH]c2c(s1)C(c1ccco1)C1C3CCC(C3)C1S2 (stereo not given),7,1,9,-6,-5,·,11,13,4
COCCN(C(=O)c1cccc(OC)c1)c1nnc(-c2ccncc2)s1,1,0.98,-17,10,0,0,6,7,2
CSc1nc(N)nc(SCCS(=O)(=O)c2ccc(Cl)cc2)c1C#N,-1,0.99,-3,-16,-5,3,8,5,5
